CYP2C19 activ = activators of human cytochrome P450 2C19; P33261; recombinant CYP2C19, luciferin-H EGE luminescence; stronger effect = higher value; 0 = fully inhibited enzyme, 1 = untreated enzyme; activation factor at 5 µM; 96,000 tested, under 10 active;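 active = activation factor of at least 2 at 5 µM in the primary screen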;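 note: 0 = wells with 2.5 mM tranylcypromine and 1 = vehicle-only wells; values of inactives mirror those of a sister screen read the other way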
PLK1 inh = blocks human PLK1 kinase activity; P53350; recombinant PLK1 kinase, TR-FRET peptide phosphorylation; inhibition, % at 10 µM; 97,000 compounds, 0.53% hits; AID 619;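 active = inhibition of 50% or more in the single-concentration screen; inactive = inhibition below 50%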;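 note: 0% = DMSO max control and 100% = H-89 dihydrochloride min control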
CYP2C9 inh = inhibitors of human CYP2C9 | 96,000 compounds, 20% hits | inhibition, % at 5 µM | AID 777 | CYP2C9 Supersomes, luciferin-H conversion, luminescence;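 active = blocking of liver enzyme CYP2C9 beyond about 50% at 5 µM, limit read from the data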; note: values of inactives mirror those of a sister screen read the other way
PLK1 PBD inh = Plk1 (human) PBD binding inhibition. 97,000 compounds, 0.13% hits. inhibition, %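 (tested at about 20 µM)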. Plk1 PBD phosphopeptide binding, fluorescence polarization. P53350; in the data active = inhibition above about 34%, passing the limit was not always enough
CYP2C9 activ = CYP2C9 (human) activation; P11712; recombinant CYP2C9, luciferin-H conversion, luminescence; stronger effect = higher value; factor 1 = untreated enzyme, 0 = blocked; activation factor at 5 µM; 96,000 compounds, 1.4% hits; AID 1024;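 active = activation factor of 2 or more for CYP2C9 at a 5 µM dose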;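 note: 0 = sulfaphenazole-blocked wells and 1 = vehicle-only wells; values of inactives mirror those of a sister screen read the other way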
CYP2C19 inhib = blocks human cytochrome P450 2C19 | CYP2C19 Supersomes, luciferin-H EGE luminescence, 30 min | 96,000 compounds, 21% hits | P33261 | AID 778 | inhibition, % at 5 µM;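 active = CYP2C19 inhibition above a set limit at 5 µM in the primary screen, cut at about 50% in these data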;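 note: plate controls were negative control wells for no effect and 2.5 mM tranylcypromine positive control for full effect; values of inactives mirror those of a sister screen read the other way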
HIV Rev-RRE inh = inhibitors of HIV-1 Rev-RRE RNA interaction. Rev peptide-RRE RNA binding, FRET. inhibition, % at 8 µM. 97,000 compounds, 0.79% hits;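 active = inhibition above the screen-wide mean plus 3 SD, cut at about 35% in these data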;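 note: 0% = median DMSO wells and 100% = median Neomycin B control wells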
Target sequence (P05866 whole entry, looked up): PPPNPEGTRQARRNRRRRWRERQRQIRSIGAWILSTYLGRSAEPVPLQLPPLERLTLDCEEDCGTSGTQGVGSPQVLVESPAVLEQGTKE
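Test system: labelled RRE RNA duplex and labelled Rev peptide. Times: 5 min compound–RNA preincubation, then 15 min with peptide, 25 °C. Doses: single-dose 8 µM. Measured by: FRET, excitation 480 nm, emission 540 nm donor and 671 nm acceptor. Measure: % inhibition of FRET ratio versus controls.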
EphB4 ephrin blk = blocks human EphB4 binding to ephrin-B2. P54760. 97,000 compounds, 0.15% hits. inhibition, % at 7 µM. EphB4 LBD / TNYL-RAW-Alexa532 peptide, fluorescence polarization;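 active = inhibition above the screen-wide mean inhibition plus 3 SD, cut at about 15% in these data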;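 note: 0% = DMSO wells and 100% = excess unlabeled TNYL-RAW peptide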
Target sequence (P54760 whole entry, looked up, the tested form may be a part): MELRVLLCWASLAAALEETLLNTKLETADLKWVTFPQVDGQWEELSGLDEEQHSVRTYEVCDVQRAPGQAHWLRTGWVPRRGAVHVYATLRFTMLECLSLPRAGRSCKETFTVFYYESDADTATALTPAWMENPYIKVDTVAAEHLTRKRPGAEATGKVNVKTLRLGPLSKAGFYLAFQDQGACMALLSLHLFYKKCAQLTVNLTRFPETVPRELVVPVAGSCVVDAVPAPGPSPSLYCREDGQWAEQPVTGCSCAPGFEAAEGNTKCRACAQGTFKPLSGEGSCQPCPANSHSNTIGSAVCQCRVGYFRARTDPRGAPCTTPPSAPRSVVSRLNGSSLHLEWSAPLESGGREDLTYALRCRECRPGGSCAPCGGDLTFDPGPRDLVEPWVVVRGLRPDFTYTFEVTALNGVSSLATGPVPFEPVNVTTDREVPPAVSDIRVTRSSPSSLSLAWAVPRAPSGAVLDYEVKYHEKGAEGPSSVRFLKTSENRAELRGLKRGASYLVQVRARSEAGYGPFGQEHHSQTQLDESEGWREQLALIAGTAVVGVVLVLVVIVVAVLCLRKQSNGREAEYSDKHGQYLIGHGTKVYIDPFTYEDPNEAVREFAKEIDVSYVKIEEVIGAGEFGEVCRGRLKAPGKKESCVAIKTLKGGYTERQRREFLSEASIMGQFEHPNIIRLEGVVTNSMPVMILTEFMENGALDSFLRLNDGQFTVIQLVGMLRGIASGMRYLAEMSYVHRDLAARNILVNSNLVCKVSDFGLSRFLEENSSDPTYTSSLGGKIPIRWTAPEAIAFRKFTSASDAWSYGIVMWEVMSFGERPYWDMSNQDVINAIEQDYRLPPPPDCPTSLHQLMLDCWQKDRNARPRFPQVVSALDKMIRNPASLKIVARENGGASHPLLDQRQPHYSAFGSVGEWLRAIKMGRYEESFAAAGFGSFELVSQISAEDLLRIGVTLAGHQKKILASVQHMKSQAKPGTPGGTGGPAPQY
PLAP activator = human PLAP activation. 96,000 compounds, 1.2% hits. purified PLAP enzyme, luminescent substrate read-out; stronger effect = higher value. AID 696. activation fold at 20 µM. P05187; in the data active = activation fold above about 2
The depositor's hits bear a star; / = not tested or not shown.

#1 CCOC(=O)c1cccc(NS(=O)(=O)c2cnc[nH]2)c1
#2 Cc1ccc(N2C(=O)CC(Nc3ccccc3)C2=O)cc1 (stereo unspecified)
#3 CC1(C)NC(=O)N(CCCCSc2ccc(Cl)cc2)C1=O
#4 O=C(COC(=O)C1COc2ccccc2O1)Nc1ccc2c(c1)CCC2 (stereo unspecified)
#5 CCOC(=O)c1cccc(NC(=O)CCS(=O)(=O)c2cccc3nsnc23)c1
#6 CC1CCc2[nH]nc(C(=O)O)c2C1 (stereo unspecified)
#7 CCN(CC)CCNC(=O)CCc1nn(C)c(=O)c2ccccc12
#8 Cc1cc(C)n2nc3ccccc3c2n1
#9 CCOC(=O)C(NC(C)=O)C(OC(C)=O)c1cccc(N(CCO)CCO)c1 (stereo unspecified)
#10 COc1cc(S(=O)(=O)NCc2ccccc2)ccc1F

entry no.,1,2,3,4,5,6,7,8,9,10
CYP2C19 activ,0.7,0.5,0.1,0.7,0.2,1,1,1.1,1,0
PLK1 inh,/,-2,-16,-5,/,/,0,20,-6,-8
CYP2C9 inh,74*,9,86*,18,72*,5,2,-7,0,-119
PLK1 PBD inh,/,21,1,35,/,/,-3,13,13,-2
CYP2C9 activ,0.3,0.9,0.1,0.8,0.3,0.9,1,1.1,1,2.2*
CYP2C19 inhib,26,53*,88*,27,77*,-5,3,-9,-2,98*
HIV Rev-RRE inh,/,7,3,16,/,/,3,14,8,7
EphB4 ephrin blk,/,2,3,6,/,/,-8,-1,-7,3
PLAP activator,1.1,0.8,1.3,0.9,1,0.9,1,1,1.2,0.8

Fetched by structure from above, 2 records:
#7 CCN(CC)CCNC(=O)CCc1nn(C)c(=O)c2ccccc12
#3 CC1(C)NC(=O)N(CCCCSc2ccc(Cl)cc2)C1=O

entry no.,7,3
CYP2C19 activ,1,0.1
PLK1 inh,0,-16
CYP2C9 inh,2,86*
PLK1 PBD inh,-3,1
CYP2C9 activ,1,0.1
CYP2C19 inhib,3,88*
HIV Rev-RRE inh,3,3
EphB4 ephrin blk,-8,3
PLAP activator,1,1.3

Following part.
#11 CCCCn1c(=O)n(C)c(=O)c2c3c(sc21)COC(C)(C)C3
#12 CSC(=NC#N)N1CCN(c2cccc(Cl)c2)CC1
#13 Cc1nn(-c2nc3ccccc3s2)c(N)c1-c1ccc(Cl)cc1
#14 O=C(Nc1cccc(-c2nnc(-c3ccccc3)o2)c1)c1ccco1
#15 Cc1cc(N2C(=O)C(O)=C(C(=O)c3ccco3)C2c2cccnc2)no1 (stereo unspecified)
#16 O=C(CCC1CCCC1)N1CCN(C(=O)c2ccco2)CC1
#17 COc1ccc(OCCC(=O)OCc2c(C)noc2C)cc1
#18 O=C(O)CCn1c(=O)[nH]c2ccccc2c1=O
#19 CS(=O)(=O)N(CC(=O)N/N=C/c1cc([N+](=O)[O-])ccc1Cl)c1ccccc1
#20 CCn1nnc(-c2ccccc2NC(=O)c2cccc(-n3cnnn3)c2)n1

entry no.,11,12,13,14,15,16,17,18,19,20
CYP2C19 activ,0.7,0,/,0.9,1,0.9,0.7,1,1,0.9
PLK1 inh,-4,-13,-3,/,-4,-3,-4,-5,-4,-7
CYP2C9 inh,15,33,/,23,8,9,36,1,-8,37
PLK1 PBD inh,0,-6,-10,/,-10,-2,0,23,-8,25
CYP2C9 activ,0.9,0.7,/,0.8,0.9,0.9,0.6,1,1.1,0.6
CYP2C19 inhib,27,95*,/,14,-1,12,28,1,-2,10
HIV Rev-RRE inh,7,3,13,/,-1,5,3,9,8,5
EphB4 ephrin blk,13,15,0,/,5,4,-16,2,4,7
PLAP activator,1,0.9,/,0.9,1,1,1,1,1,0.9

#21 C=CCn1c(SCC(=O)Nc2cc(C)ccc2C)nnc1-c1cnccn1
#22 Cc1cc(C(=O)CSc2nnnn2-c2ccccc2)c(C)n1CC1CCCO1 (stereo unspecified)
#23 CCC(CC)C(=O)Nc1cccc(C(=O)N2CCCCCC2)c1
#24 O=C(NCC12CC3CC(CC(C3)C1)C2)c1nn2c(c1Cl)NC(c1ccco1)CC2C(F)(F)F (stereo unspecified)
#25 O=C(O)c1cc(-c2ccco2)nc2ccccc12
#26 CC1C2C(c3ccccc3)N(C)C(=O)N(C)C2N(C)C(=O)N1C (stereo unspecified)
#27 COc1c(Br)cc2c(C)c(C(=O)N3CCOCC3)oc2c1Br
#28 Cc1onc(-c2ccccc2)c1C(=O)n1nnc2ccccc21
#29 COC(=O)/C=C/CSC1=N/C(=C/c2ccc(-n3cncn3)cc2)C(=O)N1
#30 CC(C)(C)n1nnnc1C(c1ccc(Cl)cc1)N1CCCc2ccccc21 (stereo unspecified)

entry no.,21,22,23,24,25,26,27,28,29,30
CYP2C19 activ,0.2,0.9,0.9,1,0.9,1.1,0.7,0.6,1,0.2
PLK1 inh,4,-11,-1,-19,/,-17,/,-15,-6,-13
CYP2C9 inh,3,-12,39,-7,8,-11,-34,56*,25,76*
PLK1 PBD inh,-2,-5,8,6,/,5,/,10,0,0
CYP2C9 activ,1,1.1,0.6,1.1,0.9,1.1,1.3,0.4,0.7,0.2
CYP2C19 inhib,83*,7,9,-1,6,-7,33,37,2,84*
HIV Rev-RRE inh,4,-2,3,3,/,30,/,4,5,6
EphB4 ephrin blk,6,10,-5,-1,/,5,/,-5,1,2
PLAP activator,1.1,1,1,1.1,0.8,1,0.9,0.9,1.2,1.2

#31 Cc1ccc(C(=O)CN(C(=O)c2ccc(Cl)cc2)N2C(=O)c3ccccc3C2=O)cc1
#32 CCNC(=S)NNC(=O)c1cc(C)on1
#33 CC1CCN(S(=O)(=O)c2ccc3c(c2)c(=O)c(C(=O)NC2CCCC2)cn3C)CC1
#34 N#CCCN(C(=O)CSc1ccc2c(c1)OCCO2)c1ccccc1
#35 O=C(c1cc(-n2cnnc2)ccc1Cl)N1CCN(c2nc(-c3ccccc3)cs2)CC1
#36 Cc1ccc(N(CC(=O)NCC2CCCO2)C(=O)CCC(=O)Nc2ccccn2)cc1C (stereo unspecified)
#37 CCCCCCC(=O)NN1CCN(C)CC1
#38 CN(C)c1nc(N2CCN(c3ccc(F)cc3)CC2)c(C#N)c(=O)o1
#39 Cc1cccc(OCC(=O)N(C)CCc2ccccn2)c1
#40 CC(NS(=O)(=O)c1ccc(Br)cc1)C(c1cccs1)N1CCN(C)CC1 (stereo unspecified)

entry no.,31,32,33,34,35,36,37,38,39,40
CYP2C19 activ,0.9,1.2,0.8,0.1,1.2,/,0.9,0.2,0.3,0
PLK1 inh,-7,-16,-4,/,-15,-9,-6,-4,-4,/
CYP2C9 inh,43,-13,37,56*,-8,/,38,-119,13,-2
PLK1 PBD inh,8,-7,-16,/,-27,-3,11,-17,18,/
CYP2C9 activ,0.6,1.1,0.6,0.4,1.1,/,0.6,2.2*,0.9,1
CYP2C19 inhib,10,-15,17,93*,-20,/,12,82*,68*,100*
HIV Rev-RRE inh,9,4,-1,/,-2,-3,14,3,4,/
EphB4 ephrin blk,1,-5,2,/,-4,-1,6,6,0,/
PLAP activator,1,1.7,0.8,1.6,1.1,/,1.3,1.3,0.9,1.4

#41 CC1(C)Oc2ccc(C(=O)N3CCCC3)cc2N(CC(=O)NCc2ccccc2)C1=O
#42 O=C(Oc1ccccc1[N+](=O)[O-])c1cccnc1
#43 O=C(c1ccc(Cl)s1)N1CCCC1
#44 CCOC(=O)c1nn(-c2cccc(Cl)c2)c2nc(CC(C)C)c(C#N)c(=O)n12
#45 Cc1ccccc1NC(=O)C1CCCN(S(=O)(=O)c2cnc[nH]2)C1 (stereo unspecified)
#46 CC1CCCCN1CCn1c(=S)[nH]c2ncccc2c1=O (stereo unspecified)
#47 Cn1c(SCc2ccccn2)nnc1-c1cnccn1
#48 O=C(CN1C(=O)NC(Cc2ccccc2)C1=O)Nc1ccc(F)cc1 (stereo unspecified)
#49 COC(=O)C1=C(C)N=c2s/c(=C/c3ccoc3)c(=O)n2C1c1ccccc1 (stereo unspecified)
#50 O=C(O)CC(C(=O)NCc1ccccc1)C1CCCO1 (stereo unspecified)

entry no.,41,42,43,44,45,46,47,48,49,50
CYP2C19 activ,0.7,1,0.9,/,0.4,1,0.9,1,0.8,1.1
PLK1 inh,4,-10,1,-14,-7,12,/,/,-11,/
CYP2C9 inh,13,27,-7,/,56*,-1,6,-12,27,-18
PLK1 PBD inh,12,16,-16,14,0,12,/,/,-53,/
CYP2C9 activ,0.9,0.7,1.1,/,0.4,1,0.9,1.1,0.7,1.2
CYP2C19 inhib,26,2,7,/,64*,-3,10,4,18,-14
HIV Rev-RRE inh,-5,7,7,7,10,6,/,/,51*,/
EphB4 ephrin blk,-2,0,9,-3,1,-9,/,/,6,/
PLAP activator,1.2,0.9,0.9,/,0.9,1.1,1,0.8,1,1

#51 Cn1c(CO)cnc1SCc1ccccc1
#52 O=S(=O)(c1ccccc1)N1CCN(c2nnnn2-c2ccccc2)CC1
#53 CCN=C1SCC(=O)N1c1ccc(OC)cc1
#54 Cc1onc(-c2ccccc2)c1C(=O)Nc1nnc(N2CCCCCC2)s1
#55 CCOC(=O)N1CCN(c2c(NCc3cccs3)c(=O)c2=O)CC1
#56 CC(C)c1nnc(NC(=O)CCC(=O)N2CCN(C3CCCCC3)CC2)s1
#57 FCCCOc1ccc(/C=N/OCc2c(Cl)cccc2Cl)cc1
#58 CC1CC(C)CN(C(=O)C2CCCN(S(=O)(=O)c3cccc4nonc34)C2)C1 (stereo unspecified)
#59 COC(=O)CSc1nc2nc(C)c(Br)cc2[nH]1
#60 CCCN1C(=O)c2cc(C(=O)NC3CCCC3)ccc2C1O (stereo unspecified)
#61 CN(C)c1ccc(N=c2sc3ccccc3n2C)cc1
#62 CCOc1ccc(NC(=O)N2CCN(CC)CC2)cc1

entry no.,51,52,53,54,55,56,57,58,59,60,61,62
CYP2C19 activ,0.6,0.5,0.6,0.9,0.9,0.8,0.9,0.5,0.8,0.8,0,1.1
PLK1 inh,-9,-4,-13,/,-1,-7,-16,-2,-1,0,0,-8
CYP2C9 inh,3,21,15,19,42,1,6,76*,18,27,77*,0
PLK1 PBD inh,-15,-20,18,/,-14,11,30,13,8,-23,2,-6
CYP2C9 activ,1,0.8,0.8,0.8,0.6,1,0.9,0.2,0.8,0.7,0.2,1
CYP2C19 inhib,40,51*,36,11,13,15,12,46,23,16,98*,-6
HIV Rev-RRE inh,3,7,3,/,5,-2,5,14,13,4,5,10
EphB4 ephrin blk,4,-5,-4,/,1,7,-5,-3,1,-6,2,9
PLAP activator,0.8,1,0.9,1.2,0.9,1.6,1.1,0.9,0.9,1,1.7,0.9

Gathered by group, the entries above with a COOH group.
#6 CC1CCc2[nH]nc(C(=O)O)c2C1 (stereo unspecified)
#18 O=C(O)CCn1c(=O)[nH]c2ccccc2c1=O
#25 O=C(O)c1cc(-c2ccco2)nc2ccccc12
#50 O=C(O)CC(C(=O)NCc1ccccc1)C1CCCO1 (stereo unspecified)

entry no.,6,18,25,50
CYP2C19 activ,1,1,0.9,1.1
PLK1 inh,/,-5,/,/
CYP2C9 inh,5,1,8,-18
PLK1 PBD inh,/,23,/,/
CYP2C9 activ,0.9,1,0.9,1.2
CYP2C19 inhib,-5,1,6,-14
HIV Rev-RRE inh,/,9,/,/
EphB4 ephrin blk,/,2,/,/
PLAP activator,0.9,1,0.8,1
